# Assay outcomes: PubChem BioAssay, several laboratories
# Vif imaging: HIV Vif self-association inhibitors, primary screen, imaging, HEK293T, single point; inhibition, % at 7.49 µM; hit rate 0.35% among 340,000; HEK293T cells, Vif self-association by quenched fluorescence, 24 h; AID 602346, 2012; in the data active = inhibition above about 50%, passing the limit was not always enough; also: some results filed as inactive read as strong as hits
# CaV13 FRET inh: Disruptors of the CACNA1D IQ motif to Ca2+-dependent inactivation inhibitor domain association, primary screening, Förster resonance energy transfer in intact living …; HEK cells, CFP/YFP FRET ICDI-IQ, plate reader, 10 min; percent FRET-ratio fall versus neutral wells; inhibition, % at 12.3 µM; hit rate 0.098% among 340,000;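 active = mean replicate inhibition of at least 30% and at least 1% of replicates passing that level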;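 also: 0% = median of the neutral control wells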
# NR2E3 ag-1: NR2E3 agonists in two-hybrid cells, primary screen, cell-based, luminescence, CHO-S, Gal4-NCOR/VP16-NR2E3; Photoreceptor-specific nuclear receptor (Homo sapiens), Q9Y5X4; luciferase; inhibition of corepressor binding, % at 3.98 µM; hit rate 0.35% among 360,000; AID 602229, 2012;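 active = inhibition above the mean of all tested compounds plus 3 SD, cut at about 70% in these data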;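 also: 0% = DMSO with NR2E3 transfected cells and 100% = cells lacking NR2E3 construct; higher means lower luciferase signal from less NR2E3 corepressor binding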
# Target sequence (Q9Y5X4 whole entry, looked up, the tested form may be a part): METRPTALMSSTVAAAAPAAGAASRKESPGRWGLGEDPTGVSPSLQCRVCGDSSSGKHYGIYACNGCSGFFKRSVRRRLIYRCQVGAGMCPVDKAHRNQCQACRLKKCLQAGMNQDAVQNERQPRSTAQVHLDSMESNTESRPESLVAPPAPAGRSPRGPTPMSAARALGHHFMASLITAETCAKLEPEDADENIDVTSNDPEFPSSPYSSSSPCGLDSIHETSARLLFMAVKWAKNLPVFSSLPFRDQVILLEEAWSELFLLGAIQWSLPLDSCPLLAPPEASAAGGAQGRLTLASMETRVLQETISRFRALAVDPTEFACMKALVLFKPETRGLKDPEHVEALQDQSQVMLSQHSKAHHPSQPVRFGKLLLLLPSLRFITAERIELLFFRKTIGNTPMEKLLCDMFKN
# HIF-2a inh: HIF-2a reporter inhibitors, primary screen, luminescence, 786-0 RCC cells. 786-0 RCC cells HIF-2a reporter, luciferase luminescence, overnight. inhibition, % at 18.8 µM. hit rate 0.72% among 360,000. AID 624352, 2012;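 active = inhibition of the luminescence signal of 40% or more relative to plate controls, in a single-dose primary screen at 18.75 µM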
# TRPM1 prom inh: inhibitors of MITF-dependent TRPM1 promoter reporter, primary screen, cell-based, SK-MEL-5, single point, luciferase; SK-MEL-5 TRPM1 promoter luciferase, 24 h; inhibition, % at 12.5 µM; hit rate 0.83% among 330,000; AID 488899, 2010;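 active = mean inhibition across replicates of 60% or more, whatever share of single replicates reaches that level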; also: values of inactives mirror those of a sister screen read the other way
# Peg3 prom inh: Peg3 promoter-driven luciferase inhibitors, primary screen, cell-based, HeLa, luciferase luminescence | inhibition, % at 20 µM | HeLa PEG-Prom luciferase reporter, overnight | hit rate 1.7% among 360,000;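 active = inhibition of at least 50% at 20 µM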
# Granule exo inh: LAMP-1 surface exposure blockers, TALL-104 cells – cell-based, flow cytometry, MLPCN library, primary screen; TALL-104 LAMP-1 surface exposure; cells stimulated with thapsigargin and PMA; inhibition, % at 10 µM; hit rate 0.66% among 360,000; AID 651702, 2012;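 active = inhibition above about 55%, limit read from the data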
# aDG glyco act: activators of alpha-DG glycosylation, primary screen, uHTS, Pro5-aDG cells, AlphaScreen. alpha-DG glycosylation AlphaScreen (IIH6); 0% Pro5, 100% B10-LARGE cell signal. activation, % at 10 µM. hit rate 0.22% among 360,000;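 active = activation of at least 8% versus controls, or a plate z-score of at least 8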;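 also: Pro5 are CHO cells carrying HIG-tagged alpha-DG that lacks glycosylation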
# hiPSC survival: enhancers of single-cell hiPSC survival, primary screen, ATPlite luminescence; 100% = ROCK inhibitor wells, 0% = DMSO; survival enhancement, % at 20 µM; hit rate 0.044% among 360,000; AID 602274, 2012; in the data active = survival enhancement above about 18%;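 also: cells exposed to compounds for 16 hours before the ATP read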
# NR2E3 ag-2: inhibitors of NR2E3-RetCOR corepressor binding, primary screen, NR2E3 agonist project, biochemical, TR-FRET, GST-NR2E3, biotin-RetCOR. AID 2300, 2010. inhibition of corepressor binding, % at 4.78 µM. hit rate 0.12% among 320,000. 1536-well;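 active = percent inhibition above the cutoff of mean plus 3 SD of all tested compounds, set per screening campaign, cut at about 20% in these data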;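 also: 0% = DMSO wells and 100% = biotin wells as full block of FRET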
#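 Assay system: NR2E3–RetCOR corepressor complex. Quantity: 1.35 nM GST-NR2E3. Buffer or medium: pH 7.5 Tris-based buffer. Reagent: biotinylated RetCOR corepressor at 7 nM final. Schedule: 5 h at 4 °C. Detection: TR-FRET, emission read at 617 and 671 nm. Replicates: one well per compound, singlicate testing.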
# PDI turbidity: inhibitors of human PDI, primary screen, biochemical, turbidity, single point, plate reader. hit rate 0.052% among 350,000. inhibition, % at 10 µM. PDI insulin aggregation turbidity, A650, 90 min. AID 588391, 2011. Protein disulfide-isomerase (Homo sapiens), P07237;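 active = mean inhibition across replicates of 30% or more, whatever share of single replicates reach that level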;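 also: absorbance from insulin aggregation driven by PDI reduction with DTT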
# Target sequence (P07237 whole entry, looked up): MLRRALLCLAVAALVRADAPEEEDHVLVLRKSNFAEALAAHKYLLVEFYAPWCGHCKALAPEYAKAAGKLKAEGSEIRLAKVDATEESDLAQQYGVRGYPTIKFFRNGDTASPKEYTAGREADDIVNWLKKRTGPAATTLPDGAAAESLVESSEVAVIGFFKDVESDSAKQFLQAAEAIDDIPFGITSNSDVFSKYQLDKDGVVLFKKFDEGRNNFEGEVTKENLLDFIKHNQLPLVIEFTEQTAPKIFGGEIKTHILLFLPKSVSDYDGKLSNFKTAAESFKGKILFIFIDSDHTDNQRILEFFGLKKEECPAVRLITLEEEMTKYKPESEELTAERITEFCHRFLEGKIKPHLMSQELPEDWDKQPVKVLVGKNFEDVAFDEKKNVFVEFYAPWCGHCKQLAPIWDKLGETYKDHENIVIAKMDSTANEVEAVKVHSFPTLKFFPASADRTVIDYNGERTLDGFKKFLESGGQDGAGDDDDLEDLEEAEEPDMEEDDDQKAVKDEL
# * hit, by the source's call; / = not tested or not shown. No enrichment for hits (roughly 3.5% active in at least one column).
SMILES,Vif imaging,CaV13 FRET inh,NR2E3 ag-1,HIF-2a inh,TRPM1 prom inh,Peg3 prom inh,Granule exo inh,aDG glyco act,hiPSC survival,NR2E3 ag-2,PDI turbidity
Cc1cc(C)c(NC(=O)COC(=O)Cc2cccs2)c(C)c1,/,-6.6,-6.0,3.8,-5.8,-13.0,2.7,-0.2,-0.3,-1.2,-5.9
CC1CCCCc2nc3c(c(=O)n21)CCCC3 (stereo unspecified),-0.5,-3.8,9.7,0.8,/,-9.5,10.5,0.3,1.0,/,/
COc1ccc(Cn2c(O)c(C=Nc3ccc(OC)cc3)c3ccccc3c2=O)cc1,-1.0,-6.8,-2.3,-19.6,14.5,-19.3,-0.3,-0.3,-2.8,2.6,5.4
Cc1cccc(C)c1NC(=O)CN1N=NC2C(=O)N(c3cccc(Cl)c3)C(=O)C21 (stereo unspecified),6.1,-4.6,-19.9,9.4,-11.4,-63.7,5.7,-0.2,-2.0,-0.7,-4.2
CSc1nnc(C2CCCN(CC(=O)Nc3ccccc3N3CCOCC3)C2)n1C(C)C (stereo unspecified),5.9,-2.2,-26.0,0.6,-10.0,2.9,28.4,0.1,0.3,0.8,-4.2
COC(=O)c1sc(S(=O)(=O)N2CCCCC2C(=O)O)c(C(=O)OC)c1C (stereo unspecified),11.5,-0.7,-25.9,14.2,2.2,0.8,-2.0,0.0,-1.1,-0.3,-2.5
O=C(NCc1ccccc1)C1c2ccccc2OCC(=O)N1CCc1c[nH]c2ccccc12 (stereo unspecified),/,-1.7,-17.1,6.3,/,/,5.0,-0.1,0.2,/,/
COC(=O)Cc1ccc(NC(=S)NCCSc2ccc(Cl)cc2)cc1,-8.2,-1.0,-19.5,5.0,3.7,10.2,13.4,-0.1,-0.1,0.8,-2.9
O=C(CSC1=NCCS1)c1ccc(Cl)cc1,-0.5,/,-17.9,5.8,7.0,-3.6,1.2,-0.1,-0.1,1.1,1.5
Cc1cccc(C)c1OCc1cc(C(=O)N2CC3C[C@@H]4CC2C[C@H](C3)C4)no1,-4.2,-3.4,-255.1,-206.5,-114.9,-285.9,3.1,-0.4,0.1,0.5,-1.7
CCn1c2ccccc2c2cc(C3C(C#N)=C(N)Oc4n[nH]c(COC)c43)ccc21 (stereo unspecified),-5.4,-4.9,2.0,19.4,10.1,88.9*,7.3,0.3,-0.7,2.1,7.4
O=C(O)/C=C/S(=O)(=O)c1ccc2ccccc2c1,13.3,-6.4,-10.4,10.5,5.3,18.1,-0.8,0.1,-0.5,-0.2,5.0

# As a working copy, some entries already given.
SMILES,Vif imaging,CaV13 FRET inh,NR2E3 ag-1,HIF-2a inh,TRPM1 prom inh,Peg3 prom inh,Granule exo inh,aDG glyco act,hiPSC survival,NR2E3 ag-2,PDI turbidity
Cc1cc(C)c(NC(=O)COC(=O)Cc2cccs2)c(C)c1,/,-6.6,-6.0,3.8,-5.8,-13.0,2.7,-0.2,-0.3,-1.2,-5.9
CC1CCCCc2nc3c(c(=O)n21)CCCC3 (stereo unspecified),-0.5,-3.8,9.7,0.8,/,-9.5,10.5,0.3,1.0,/,/
COc1ccc(Cn2c(O)c(C=Nc3ccc(OC)cc3)c3ccccc3c2=O)cc1,-1.0,-6.8,-2.3,-19.6,14.5,-19.3,-0.3,-0.3,-2.8,2.6,5.4
Cc1cccc(C)c1NC(=O)CN1N=NC2C(=O)N(c3cccc(Cl)c3)C(=O)C21 (stereo unspecified),6.1,-4.6,-19.9,9.4,-11.4,-63.7,5.7,-0.2,-2.0,-0.7,-4.2

# (list continues)
SMILES,Vif imaging,CaV13 FRET inh,NR2E3 ag-1,HIF-2a inh,TRPM1 prom inh,Peg3 prom inh,Granule exo inh,aDG glyco act,hiPSC survival,NR2E3 ag-2,PDI turbidity
Cc1c(N2C(=O)CSC2c2ccc(F)cc2)c(=O)n(-c2ccccc2)n1C (stereo unspecified),-3.2,-4.5,-3.6,16.2,1.5,19.6,0.6,-0.1,-0.6,3.9,4.0
CCOc1ccc(CNc2nc3ccccc3n2C)cc1,0.1,-1.3,-37.9,-216.1,-22.0,-214.6,-2.2,0.0,-0.7,-0.9,0.7
CCOC(=O)CC1(NC(=O)C2CCC(=O)N(CCc3ccc(OC)cc3)C2)CCCCC1 (stereo unspecified),-4.9,-3.6,-11.5,-39.5,4.1,-29.6,11.2,0.0,-0.1,-1.9,3.0
Cc1ccc(-n2ncc3c(=O)n(CC#N)cnc32)cc1,3.2,-4.7,-7.2,-36.4,0.7,-21.8,-3.1,-0.2,-0.9,1.5,-11.1
COc1cc(NC(=S)NC(=O)c2cccs2)ccc1NC(=O)C(C)C,15.2,-7.1,-15.8,-108.2,-21.2,-52.8,0.7,-0.1,-0.5,-1.1,1.0
CCCCn1c(SCC(=O)N(C)C)nnc1-c1ccncc1,13.2,1.7,-5.6,10.6,0.1,6.8,-5.5,-0.2,0.0,-6.6,-0.5
CCCCN1C(=O)C(=O)NC[C@@H]1C(C)O (stereo partly specified),-2.5,-6.4,27.2,4.1,3.0,8.9,0.1,0.0,-4.4,2.6,7.1
COc1cc(-n2c(=O)c3ccccc3n(Cc3ccccc3)c2=O)cc(OC)c1OC,0.9,-4.4,1.9,17.6,3.9,11.1,-0.7,0.0,-0.2,1.4,-2.3
Cc1cc(Cl)cc(Cl)c1CNc1c([N+](=O)[O-])c(=O)oc2ccccc12,0.0,-2.8,-9.9,-34.7,6.5,-4.5,-2.8,0.3,-0.1,0.5,4.5
O=S(=O)(N/N=C1\CCCc2ccccc21)c1ccccc1,-3.2,-1.8,1.2,7.9,12.0,-3.1,-3.9,0.1,-0.2,-2.1,1.7
CSc1nnc(N2C(=O)C(O)=C(C(=O)c3ccco3)C2c2ccccc2)s1 (stereo unspecified),-3.5,-18.8,-32.3,-104.5,-8.3,-53.0,-12.3,-0.1,-0.6,2.3,-1.6
C/C(Cn1nnc([N+](=O)[O-])n1)=N\NC(=O)c1ccccc1O,/,1.2,7.9,-14.2,35.9,-1.7,4.0,0.4,4.8,3.8,5.3
COc1ccc(/C=C/C(=O)NCCc2c[nH]c3ccccc23)cc1OC,8.9,-1.3,-2.6,11.3,-5.1,-1.8,-0.3,-0.1,0.8,2.6,-8.4
CCOC(=O)[C@]12CCCC=C1N(Cc1ccco1)C(=O)[C@H](CC(=O)NCCCCc1ccccc1)C2,/,-1.1,17.0,9.0,/,/,2.8,-0.3,0.2,/,/
CC1(C)CC(=O)c2cc(C(=O)NC3CCSC3=O)c(=O)n(-c3ccc(Cl)cc3)c2C1 (stereo unspecified),-15.1,-4.5,-14.9,17.1,3.9,7.2,-11.6,-0.2,-1.0,3.9,5.2
CCC(=O)Nc1ccc2nn(-c3ccc(F)cc3)nc2c1,-6.0,-1.8,-120.4,-238.1,-48.6,-150.5,-5.9,-0.1,-0.7,-0.3,-6.2
COc1ccc(Cn2c(=O)[nH]c3cc(C(=O)NCCCN4CCCC4=O)ccc3c2=O)cc1,-5.3,-5.2,-2.4,20.9,1.8,8.8,1.0,-0.2,-1.7,1.4,0.2
COC(=O)c1ccccc1-c1cn(C)c2ccccc2c1=O,/,-20.1,-18.3,18.9,-1.7,7.7,14.3,0.0,-0.3,0.1,-8.5
COc1ccc(CNC(=O)C2CCN(S(=O)(=O)N3CCOCC3)CC2)cc1,5.0,/,-32.5,11.0,-2.6,-0.2,-2.1,0.1,-0.4,3.4,-7.9
Cc1ccc(S(=O)(=O)N2CCOCC2)cc1NC(=O)CSc1nnc2n1CCCCC2,0.3,-6.1,-41.4,10.3,12.9,-6.7,1.2,-0.1,-0.9,/,-1.1
C[N+](C)(C)CC/C=C1/c2ccccc2CSc2ccccc21,1.6,/,4.2,3.9,16.4,-11.4,1.4,-0.4,3.8,3.8,-4.4
c1ccc(-c2nnc(-c3ccco3)o2)cc1,7.4,-0.8,-90.1,-189.7,-55.8,-161.3,-3.1,0.2,-0.9,1.1,-3.7
Cc1ccc(S(=O)(=O)N(CC(=O)N/N=C/c2cccc3c2OCCO3)c2ccccc2F)cc1,-6.4,/,6.3,21.0,2.4,21.1,1.6,-0.2,9.1,2.6,-14.9
Cn1c2ccccc2c2cc(C(=O)O)ccc21,6.1,/,-16.5,7.8,-2.8,20.3,-3.4,0.1,-1.8,3.0,6.6
C=CCn1c(=O)c2ccccc2n2c(SCc3csc(-c4ccccc4)n3)nnc12,-7.2,/,-1.4,11.8,6.4,18.4,1.5,0.3,-2.6,3.9,-1.9
Cc1cc(C)c2nc(N3CCC(C(=O)NCCCN4CC(C)CC(C)C4)CC3)sc2c1 (stereo unspecified),-3.4,-2.7,-21.0,-57.0,83.2*,104.2*,10.6,3.8,-2.8,-0.5,4.3
COc1ccc(C(=O)Nc2ccc(N3CCN(C)CC3)cc2)cc1[N+](=O)[O-],3.6,-6.4,-46.9,-11.4,-14.1,-23.2,-1.6,0.0,-0.3,-3.0,-1.2
COc1ccc(/C=N/OCc2ccccc2C#N)c(OC)c1,-0.5,-1.3,-82.0,-235.3,-73.8,-211.0,10.5,0.0,0.0,0.9,0.1
Cc1cc(NC(=O)c2ccccc2-c2ccccc2)ccc1Br,-1.4,-8.4,3.9,-18.6,11.2,33.9,5.5,0.3,0.6,0.2,-10.7
O=C(COC(=O)COc1ccc(Br)cc1)Nc1ccc2c(c1)OCCO2,22.1,-2.2,-20.6,3.2,-7.3,-17.8,2.2,-0.2,0.0,4.1,4.9
Cc1cccc2[nH]c(CN(C)C(=O)CC3C(=O)NCCN3CC(C)(C)C)nc12 (stereo unspecified),-3.4,-16.6,12.7,0.9,7.6,3.9,3.0,-0.4,-0.1,0.1,-0.9
CC(=O)Nc1ccccc1NS(=O)(=O)c1ccc(Cl)cc1,-11.8,-3.5,24.1,13.6,-0.5,8.1,-2.4,0.0,0.5,4.1,-0.5
COc1cccc2cc(C(=O)Nc3ccc(F)cc3)c(=Nc3ccc(C(=O)O)cc3)oc12,-9.8,-1.3,2.3,-120.9,-3.7,-139.3,26.9,-0.3,-0.5,1.5,7.7
CC1=C(C(=O)N2CCOCC2)CC(CC(=O)NCCCCc2ccccc2)C(=O)N1Cc1ccc(F)cc1 (stereo unspecified),-4.8,-5.9,-27.9,-3.0,/,-9.4,6.1,0.1,-1.4,/,2.4

# Taken from above:
# Vif imaging result of `Cc1cc(C)c2nc(N3CCC(C(=O)NCCCN4CC(C)CC(C)C4)CC3)sc2c1` (stereo unspecified) → -3.4
# Granule exo inh result of `O=C(COC(=O)COc1ccc(Br)cc1)Nc1ccc2c(c1)OCCO2` → 2.2
